FUS yeast rescue: FUS proteinopathy suppression in yeast | S. cerevisiae FUS-expressing, growth rescue, OD600, 24 h | Potency, µM (doses to about 76.6 µM), inactives show top-dose growth rescue (activation), most hits filed as activators | actives 0.24% (n = 390,000);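 note: plate controls were DMSO vehicle for no effect and reference control for full effect; nearly all actives have a fitted effect of over 55% in size; some results filed as inactive show a strong effect at the top dose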
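Restored growth of FUS-toxic S. cerevisiae, read as 600 nm absorbance after 24 h at 30C in galactose medium (starting OD 0.005). Controls CP55940 and DMSO.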
TDP-43 yeast inh: rescues yeast growth from TDP-43 toxicity | TDP-43 expressing yeast growth rescue, BacTiter-Glo, 24 h | Potency, µM (titrated, usually from 46.1 µM), for inactives: at the top dose growth rescue (activation), actives largely listed as activators | actives 1.8% (n = 410,000); note: % of control where 0% means no effect; nearly all actives have a fitted effect of over 50% in size
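Luminescence from BacTiter-Glo reports growth of TDP-43-expressing yeast after 24 hr at 30 deg C with compound. Cells were raffinose-pregrown to mid-log, then seeded in galactose medium at OD600=0.02.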
aSyn rescue: rescues yeast growth from alpha-synuclein toxicity; actives 0.14% (n = 370,000); Potency, µM (doses to about 46.1 µM), without a hit: at the top dose growth rescue (activation), actives largely listed as activators; Yeast expressing alpha-synuclein, growth rescue, BacTiter-Glo, 24 h; AID 652106; note: % of control where 0% means no effect; nearly all actives have a fitted effect of over 65% in size
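Rescue of yeast growth: cells expressing toxic alpha-synuclein, induced in galactose at OD600 0.02, incubated with compound 24 h at 30 C. ATP luminescence quantified growth; inhibitors of toxicity appear as activators.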
EPAC2 antag: antagonists of human EPAC2; Potency, µM (series often up to 114 µM), inactives show at the top dose activity, negative = inhibition, usual class: inhibitors; AID 720708; EPAC2 GEF exchange of Rap1B-BODIPY-GDP, fluorescence; actives 0.18% (n = 360,000); Q8WZA2; note: % is set by controls: 0 for no effect and ±100 for the full control effect; nearly all actives have a fitted effect of over 45% in size; many of its hits are not listed in these tables
EPAC2 agonist: EPAC2 (human) agonism. EPAC2 activation, biochemical qHTS; response scale: 100% = 6.5 mM cAMP response. Q8WZA2. Potency, µM (series often up to 154 µM), for the others: at the highest dose activation, actives largely listed as activators. actives 0.079% (n = 360,000); note: nearly all actives have a fitted effect of over 50% in size
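Guanine nucleotide exchange by EPAC2 is measured as reduced fluorescence of BODIPY-GDP once it is released from 250 nM Rap1B. Plates are read kinetically for 30 min at room temperature; results are scaled to 6.5 mM cAMP.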
EPAC1 ag: agonists of human EPAC1. actives 0.073% (n = 360,000). EPAC1 agonist qHTS, biochemical assay; response scale: 100% = response to 6.5 mM cAMP. Potency, µM (titrated, usually from 154 µM), for the others: at the top dose activation, hits mostly activators; note: nearly all actives have a fitted effect of over 60% in size
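Normalized to 6.5 mM cAMP, activity reflects EPAC1-catalysed release of BODIPY-GDP from Rap1B, followed kinetically over 30 min at 480 nm excitation, 540 nm emission. Reaction contained 100 nM EPAC1, 250 nM Rap1B-BODIPY-GDP, 50 uM GDP.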
EPAC1 antagonist: EPAC1 (human) antagonism | O95398 | EPAC1 GEF assay, Rap1b-BODIPY-GDP exchange fluorescence | Potency, µM (doses to about 115 µM), for the others: top-dose activity change, negative = inhibition, usual class: inhibitors | actives 0.14% (n = 360,000) | AID 720709;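 note: plate controls were vehicle for no effect and positive control for full effect; nearly all actives have a fitted effect of over 50% in size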
PTHR1 agonist: activates the human parathyroid hormone receptor PTHR1 | HEK293 GP2 PTHR1 cells, GloSensor cAMP luminescence, 1 h | Q03431 | AID 743266 | Potency, µM (titrated, usually from 115 µM), for the others: top-dose activation, hits mostly activators | actives 0.075% (n = 410,000); note: nearly all actives have a fitted effect of over 55% in size; some results filed as inactive show a strong effect at the top dose; inactives centre near -15; many of its hits are not listed in these tables
Target sequence (Q03431 whole entry, looked up): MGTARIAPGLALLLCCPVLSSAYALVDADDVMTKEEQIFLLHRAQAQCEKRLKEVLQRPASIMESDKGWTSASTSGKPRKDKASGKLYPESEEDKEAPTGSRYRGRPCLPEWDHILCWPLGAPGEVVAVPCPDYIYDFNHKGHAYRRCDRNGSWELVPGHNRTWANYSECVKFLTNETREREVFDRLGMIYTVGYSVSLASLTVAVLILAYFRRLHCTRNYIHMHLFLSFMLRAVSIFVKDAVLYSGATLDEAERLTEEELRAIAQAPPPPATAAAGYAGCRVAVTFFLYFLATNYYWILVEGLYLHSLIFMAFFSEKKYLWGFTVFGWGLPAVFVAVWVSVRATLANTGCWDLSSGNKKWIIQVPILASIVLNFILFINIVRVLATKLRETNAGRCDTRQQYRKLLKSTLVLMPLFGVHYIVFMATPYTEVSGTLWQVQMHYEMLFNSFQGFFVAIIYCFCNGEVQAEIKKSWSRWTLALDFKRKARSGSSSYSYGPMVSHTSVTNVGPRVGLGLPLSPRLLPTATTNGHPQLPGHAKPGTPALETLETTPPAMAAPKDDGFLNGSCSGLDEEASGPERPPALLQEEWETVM
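HEK-293-derived GP2 cells expressing PTHR1 and a GloSensor cAMP reporter, 3,000/well, plated overnight, given luciferin plus IBMX (each 0.5 mM as added) for 1 h at 37 °C, then compound for 1 h at 37 °C. Luminescence was read after 15 min at room temperature.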
Numbers without * were called inactive; i = inactive; ? = inconclusive; / = no result given; [ ] = dose if it differs, or a comment. Calls come from the whole dose curve; as a rule, active = well fitted curve in the direction sought with a large enough effect; inconclusive = small, poorly fitted or top-dose-only effect, or another doubt; inactive = no such curve, though single readings can be large; an effect the other way counts as inactive or inconclusive. Potency is the fitted concentration of half-maximal effect. Only part of the results is shown; count on the stated rates, not on these rows.

SMILES | FUS yeast rescue | TDP-43 yeast inh | aSyn rescue | EPAC2 antag | EPAC2 agonist | EPAC1 ag | EPAC1 antagonist | PTHR1 agonist
Cc1ccc(NS(=O)(=O)c2ccc(OCC(=O)NCC3CCCO3)cc2)cc1 (configuration not stated) | 23% | 1% | -5% | -1% | 0% | -9% | -9% | i
COc1cccc(CNC(=O)c2cccc(S(=O)(=O)N3CCN(c4ccc(F)cc4)CC3)c2)c1 | 25% | 2% | 6% | -29% | 2% | 19% | 2% | -22%
Cc1cc(SCC(=O)NCC2CCCO2)nc2ccccc12 (configuration not stated) | 2% | 5% | -1% | -9% | 10% | 9% | 10% | -10%
CC(C)C[C@H]1COc2cc(N(C)CCO)ccc2S(=O)(=O)N1 | -19% | 17% | -6% | 0% | 9% | 9% | 5% | -10%
COc1cccc(CNC(=O)C2CCCN(S(=O)(=O)c3cnc[nH]3)C2)c1 (configuration not stated) | -12% | -5% | -1% | 25% | 1% | -20% | -4% | -9%
COc1ccc(N2CC(C(=O)Nc3ccccc3N3CCCC3)CC2=O)c(OC)c1 (configuration not stated) | 27% | 3% | -4% | 22% | 5% | 0% | 8% | -17%
COc1ccc(NS(=O)(=O)c2ccc(NC(=S)NC(=O)c3cccc(F)c3)cc2)nn1 | / | -3% | -3% | 6% | 0% | 7% | -3% | -9%
COC(=O)c1c(N)sc(C(C)=O)c1C | -22% | 11% | 4% | -31% | 5% | -7% | -10% | -13%
NC(=O)C1CCN(C(=O)c2cc(-c3ccccc3Cl)nc3ccccc23)CC1 | -1% | 16% | -3% | -1% | 7% | -3% | -4% | i
CS(=O)(=O)N1CCN(C(=S)NCc2ccc(F)cc2)CC1 | / | -2% | 11% | -1% | 15% | 9% | 3% | i
COc1ccc(NC(=O)C2CCCO2)cc1Cl (configuration not stated) | 3% | -12% | -11% | 2% | -6% | 0% | 2% | 0%[57.5 µM]
CCCCCCSc1ccc([C@@H]2[C@@H]3C(=O)N(C)C(=O)[C@@H]3[C@]3(C(=O)OC)CCCCN23)cc1OC | 42% | 4% | ? | -3% | -4% | -11% | -23% | -38%[inhibitor]
COc1cccc(CN(C)C(=O)C2CCC(=O)N(Cc3cccc(F)c3)C2)c1 (configuration not stated) | -2% | 24% | -5% | 1% | -2% | 0% | -2% | -18%
CCN(CC)S(=O)(=O)c1cc(NC(=O)CCn2[nH]c(=O)ccc2=O)ccc1C | 10% | 0% | -11% | 1% | 6% | 10% | 7% | -13%
O=C(N/N=C\c1ccc2c(c1)OCO2)c1cncc(Br)c1 | 3% | -12% | 1% | 7% | -1% | 1% | -12% | i
O=c1nc2n(c3ccc(Br)cc13)CCS2 | 3% | 3% | 7% | 4% | 3% | -2% | 8% | i
COc1ccccc1N1CCN(C(=O)C(C)N(c2ccc(C)c(C)c2)S(C)(=O)=O)CC1 (configuration not stated) | -23% | 12% | 9% | -16% | -15% | 5% | -24% | -13%
CCOC(=O)[C@]12CCC=C1N(CCC1=CCCCC1)C(=O)[C@H](CC(=O)N1CCCCC1)C2 | 22% | 6% | -9% | 10% | 0% | -17% | -16% | i
CCCCCC(=O)N1C[C@H](O)[C@@H](n2cc(COC(=O)c3ccccc3)nn2)C[C@@H]1c1ccc(Cl)cc1 | ? | 8% | -1% | -16% | 14% | -1% | -1% | -8%
CC(C)CC(=O)OC1C(N2CCOCC2)c2c(ccc(/C=C/C(=O)N3CCOCC3)c2O)OC1(C)C (configuration not stated) | / | -7% | 7% | -7% | -18% | -10% | -13% | i
CC1CCCN(S(=O)(=O)c2ccc3oc(=O)ccc3c2)C1 (configuration not stated) | 3% | -16% | 2% | 18% | 7% | -4% | 0% | i
CCN(CC)C(=O)COc1ccc2c3c(c(=O)oc2c1C)CCCC3 | 23% | 21% | 0% | 2% | -11% | 5% | -17% | -20%
Cc1ccc(NS(=O)(=O)c2cc3c(cc2C)NC(=O)CO3)cc1 | -10% | -6% | -3% | 9% | 8% | -7% | 8% | -11%
Cc1cc(C)n(CCc2nc3c4ccccc4n(CC#N)c(=O)n3n2)n1 | 31% | 8% | 0% | 7% | 3% | 2% | 14% | i
Nc1c(-c2ccc3c(c2)OCCO3)oc2ccccc2c1=O | -15% | ? | -14% | -9% | -1% | 9% | -10% | -22%
Cc1cc(C)n(CC(=O)NNC(=O)c2ccc(S(C)(=O)=O)cc2)n1 | 16% | -10% | 3% | 10% | -3% | -12% | 9% | i
Cc1cc([N+](=O)[O-])c(-c2ccc(/C=N/n3cnnc3)o2)cc1Cl | 44% | -21% | -24% | 23% | 5% | 4% | 9% | i
C=CCOc1ccc(CNn2cn[nH]c2=S)cc1OCC | 40% | -9% | -2% | 12% | -4% | -6% | -3% | -6%[57.5 µM]
COC(=O)Cn1c(=O)c2c(n(Cc3ccccc3)c1=O)N/C(=C/c1ccc(Br)cc1)C2=O | -2% | 12% | -7% | -14% | 11% | 9% | -25% | ?
O=C1[C@@H]2C(c3ccc(F)cc3)=NO[C@@H]2C(=O)N1Cc1ccccc1 | 17% | -9% | -3% | 2% | -2% | -6% | -6% | -16%

Reformatted field by field: 4 of the compounds above.
SMILES: Cc1ccc(NS(=O)(=O)c2cc3c(cc2C)NC(=O)CO3)cc1
  FUS yeast rescue: -10%
  TDP-43 yeast inh: -6%
  aSyn rescue: -3%
  EPAC2 antag: 9%
  EPAC2 agonist: 8%
  EPAC1 ag: -7%
  EPAC1 antagonist: 8%
  PTHR1 agonist: -11%

SMILES: Cc1cc(C)n(CCc2nc3c4ccccc4n(CC#N)c(=O)n3n2)n1
  FUS yeast rescue: 31%
  TDP-43 yeast inh: 8%
  aSyn rescue: 0%
  EPAC2 antag: 7%
  EPAC2 agonist: 3%
  EPAC1 ag: 2%
  EPAC1 antagonist: 14%
  PTHR1 agonist: i

SMILES: Nc1c(-c2ccc3c(c2)OCCO3)oc2ccccc2c1=O
  FUS yeast rescue: -15%
  TDP-43 yeast inh: ?
  aSyn rescue: -14%
  EPAC2 antag: -9%
  EPAC2 agonist: -1%
  EPAC1 ag: 9%
  EPAC1 antagonist: -10%
  PTHR1 agonist: -22%

SMILES: Cc1cc(C)n(CC(=O)NNC(=O)c2ccc(S(C)(=O)=O)cc2)n1
  FUS yeast rescue: 16%
  TDP-43 yeast inh: -10%
  aSyn rescue: 3%
  EPAC2 antag: 10%
  EPAC2 agonist: -3%
  EPAC1 ag: -12%
  EPAC1 antagonist: 9%
  PTHR1 agonist: i

New compounds follow.
SMILES | FUS yeast rescue | TDP-43 yeast inh | aSyn rescue | EPAC2 antag | EPAC2 agonist | EPAC1 ag | EPAC1 antagonist | PTHR1 agonist
O=C(Cc1ccc([N+](=O)[O-])cc1)N1N=C(C2CC2)CC1(O)C(F)(F)F (configuration not stated) | 0% | 15% | 9% | 7% | 1% | -9% | -5% | -1%
CCc1sc(C(=O)Nc2cc(Cl)ccc2N2CCCCC2)cc1C | -6% | -5% | 2% | -7% | 13% | 2% | -10% | i
Cc1nn(C)c(C)c1Nc1ccc(N2C(=O)C3C4C=CC(C4)C3C2=O)cc1[N+](=O)[O-] (configuration not stated) | 4% | -28% | -7% | 3% | 2% | 1% | 5% | -46%[inhibitor]
CC(C)(C)c1cc(CCC(=O)NNC(=O)c2ccncc2)cc(C(C)(C)C)c1O | -11% | 1% | ? | -10% | -1% | -5% | -12% | -11%
NC(=O)CSc1nnc(-c2ccc(S(=O)(=O)N3CCCCC3)cc2)n1-c1ccccc1 | -3% | -4% | 6% | 1% | 1% | 1% | -4% | -12%
Cc1ccc(C(=O)N2CCN(c3cc(=O)[nH]nc3-c3ccccc3)CC2)cc1 | 14% | 0% | -4% | 8% | -2% | -4% | 8% | i
CC(/C=N/NC(=O)c1cc(-c2ccccc2)nc2ccccc12)=C\c1ccco1 | / | -1% | 4% | -4% | 1% | 7% | -3% | i
Cc1csc(NC(=O)CSc2ccccc2F)n1 | 20% | 15% | -4% | -22% | -6% | -4% | -7% | ?
O=C(C1CN(C(=O)c2cc3cc(Cl)ccc3o2)c2ccccc2O1)N1CCCCC1 (configuration not stated) | / | ? | 9% | 0% | 9% | 16% | 9% | -42%[inhibitor]
Cc1cccc(C)c1OCC(=O)N/N=C/c1cccnc1 | 3% | -19% | -1% | -9% | 11% | -2% | -4% | -12%
CCOC(=O)c1cnc(COc2ccc(OC)cc2)[nH]c1=O | 29% | -31%[inhibitor] | -7% | 6% | 7% | 7% | -3% | -11%
COc1ccccc1N(C(=O)CNC(=O)c1ccco1)C(C(=O)NC1CCCCC1)c1ccncc1 (configuration not stated) | 16% | 1% | 1% | 5% | 9% | -7% | 5% | -14%
CC(C)CC(C(=O)NC1CCCCC1)N(Cc1cccs1)C(=O)c1snc(C(N)=O)c1N (configuration not stated) | 40% | -7% | -1% | -22% | 10% | 3% | ? | ?
Cc1ccc(C(=O)NCCNS(C)(=O)=O)cc1 | -7% | -10% | -4% | -2% | 0% | -1% | -10% | 8%
CCCCOc1ccc(C(=O)NCC(=O)NCC(c2ccc(F)cc2)N2CCOCC2)cc1 (configuration not stated) | 12% | 13% | 5% | -9% | -7% | -7% | -23% | -13%
O=C(O)c1sccc1Oc1ccc(NS(=O)(=O)c2ccccc2)cc1 | -8% | 0% | -1% | 1% | 6% | 15% | -23% | -11%
CCOc1ccccc1C(=O)NCC(=O)NNC(=O)c1cccc(S(=O)(=O)Nc2ccc(OC)cc2)c1 | 31% | 0% | -5% | -10% | 9% | 7% | -11% | -23%
CCOc1ccccc1NC(=O)CSc1nnnn1C1CCCC1 | -6% | 2% | 7% | -5% | 10% | 4% | 7% | -12%
CC(C)OCCCNC(=O)c1ccc2c(=O)n(Cc3ccc4c(c3)OCO4)c(=S)[nH]c2c1 | 3% | 5%[9.22 µM] | 1% | -11% | 1% | 0% | -1% | -18%
COc1cc(SC)ccc1C(=O)Nc1ncc(C)s1 | 6% | 16% | 2% | 1% | -2% | -6% | -5% | -9%
CCOC(=O)N1CCN(C(=O)C2CCCN(S(=O)(=O)c3ccc(OCC)cc3)C2)CC1 (configuration not stated) | / | -8% | 3% | 5% | -6% | 3% | 0% | -19%
O=P(O)(O)c1ccccc1OCCCCCOc1ccccc1P(=O)(O)O | 24% | -29% | -5% | 13% | 1% | 4% | 6% | 29%[57.5 µM]
O=C(C1COc2ccccc2O1)N1CCOCC1 (configuration not stated) | ? | -19% | -3% | 4% | -85%[inhibitor][15.6 µM] | 1% | 10% | -1%[57.5 µM]
COc1ccccc1CCNC(=O)c1cc(COc2cccc(C(F)(F)F)c2)on1 | 32% | 20% | 6% | -21% | 9% | -11% | -19% | i
Cc1ccc(C)c(NC(=S)N(Cc2ccc(Cl)cc2)Cc2ccc(C(=O)O)cc2)c1 | ? | -19%[0.397 µM] | -3% | -14% | -2% | -7% | -20% | -19%
